Screening data deposited in PubChem by National Center for Advancing Translational Sciences (NCATS).
TDP-43 yeast inh: inhibitors of TDP-43 toxicity in yeast; TDP-43 expressing yeast growth rescue, BacTiter-Glo, 24 h; Potency, µM (top dose mostly 46.1 µM), for inactives: top-dose growth rescue (activation), actives largely listed as activators; actives 1.8% (n = 410,000); also: potency is read from the fitted curve at half-maximal effect; % of control where 0% means no effect; nearly all actives have a fitted effect of over 50% in size
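Cell-based yeast growth screen: TDP-43 expression induced in galactose, inoculum OD600=0.02 after raffinose pregrowth to mid-log. Read-out BacTiter-Glo luminescence at 24 hr, 30 deg C; inhibition of toxicity seen as signal increase.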
pAkt inh: blocks phosphorylation of Akt | Neuro2A IGF-stimulated pAkt S473 HTRF, 20 min; stronger effect = lower value | activity change, % for hits at 50 µM | actives 0.32% (n = 360,000); in the data active = activity change below about -80%; inconclusive = mostly about -51% to -80%; also: % is scaled to controls: 0 for no effect and ±100 for the full control effect
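Single-point screen (50 µM final compound) in Neuro2A cells stimulated 20 min with 6 nM IGF at 37 deg C. After lysis, Ser473-phosphorylated Akt read by HTRF (ex 330 nm, em 615/665 nm) as the 665/615 ratio.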
GLP-1R agonist: agonists of human GLP-1 receptor; actives 0.007% (n = 380,000); HEK293 GLP-1R CRE-luciferase, luminescence, 4-6 h; cells express a hypersensitive GLP-1R form; P43220; Potency, µM (top dose mostly 45.6 µM), without a hit: top-dose activation, hits mostly activators; also: potency is read from the fitted curve at half-maximal effect; % of control where 0% means no effect
Target sequence (P43220 whole entry, looked up): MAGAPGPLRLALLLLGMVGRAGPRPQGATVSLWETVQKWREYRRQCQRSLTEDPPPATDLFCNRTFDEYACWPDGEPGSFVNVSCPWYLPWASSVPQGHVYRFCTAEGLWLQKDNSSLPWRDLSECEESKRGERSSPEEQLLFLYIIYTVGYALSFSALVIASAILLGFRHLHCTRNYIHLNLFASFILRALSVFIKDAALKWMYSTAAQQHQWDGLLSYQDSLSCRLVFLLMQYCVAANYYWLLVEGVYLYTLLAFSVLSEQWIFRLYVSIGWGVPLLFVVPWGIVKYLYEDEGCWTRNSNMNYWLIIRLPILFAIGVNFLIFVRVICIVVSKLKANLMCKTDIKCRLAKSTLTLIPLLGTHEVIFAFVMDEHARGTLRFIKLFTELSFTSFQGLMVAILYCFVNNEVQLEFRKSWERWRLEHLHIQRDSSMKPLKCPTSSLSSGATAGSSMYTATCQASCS
GLP-1R inv ag: GLP-1 receptor (human) inverse agonism. HEK293 GLP-1R CRE-luciferase, luminescence, 24 h; GLP-1R form is constitutively active. actives 1.6% (n = 410,000). Potency, µM (titrated, usually from 38.3 µM), for inactives: at the highest dose activity change, negative = inhibition, hits mostly inhibitors; also: potency is read from the fitted curve at half-maximal effect; % is scaled to controls: 0 for no effect and ±100 for the full control effect; nearly all actives have a fitted effect of over 55% in size
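qHTS in 1536-well format: reporter HEK293 cells expressing constitutive GLP-1R activity in DMEM + 10% Nu serum, 24 hr with compounds at 37 deg C, luminescence read after 12 min with detection reagent.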
PTHR1 agonist: agonists of human PTHR1 parathyroid hormone receptor | Potency, µM (highest dose often 115 µM), for the others: top-dose activation, actives largely listed as activators | HEK293 GP2 PTHR1 cells, GloSensor cAMP luminescence, 1 h | Q03431 | actives 0.075% (n = 410,000); also: potency is read from the fitted curve at half-maximal effect; nearly all actives have a fitted effect of over 55% in size; some results filed as inactive show a strong effect at the top dose; inactives centre near -15; many of its hits are not listed in these tables
Target sequence (Q03431 whole entry, looked up): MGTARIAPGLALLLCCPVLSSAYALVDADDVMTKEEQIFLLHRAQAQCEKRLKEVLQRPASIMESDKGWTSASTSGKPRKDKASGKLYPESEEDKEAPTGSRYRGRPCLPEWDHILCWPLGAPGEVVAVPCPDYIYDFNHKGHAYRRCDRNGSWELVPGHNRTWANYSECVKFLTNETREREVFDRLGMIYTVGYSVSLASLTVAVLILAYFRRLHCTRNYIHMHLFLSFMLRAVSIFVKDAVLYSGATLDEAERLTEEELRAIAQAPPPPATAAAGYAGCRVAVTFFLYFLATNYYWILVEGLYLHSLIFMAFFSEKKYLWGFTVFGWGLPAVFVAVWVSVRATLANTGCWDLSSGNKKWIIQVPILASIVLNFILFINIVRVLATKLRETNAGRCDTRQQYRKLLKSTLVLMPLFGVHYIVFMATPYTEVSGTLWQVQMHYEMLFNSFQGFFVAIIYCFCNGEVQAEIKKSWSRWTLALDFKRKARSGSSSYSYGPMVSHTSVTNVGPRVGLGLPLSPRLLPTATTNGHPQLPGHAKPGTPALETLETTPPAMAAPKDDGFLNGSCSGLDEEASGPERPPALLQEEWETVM
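HEK-293-derived GP2 cells expressing PTHR1 and a GloSensor cAMP reporter, 3,000/well, plated overnight, given luciferin plus IBMX (each 0.5 mM as added) for 1 h at 37 °C, then compound for 1 h at 37 °C. Luminescence was read after 15 min at room temperature.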
FUS suppressor: suppressors of FUS proteinopathy in yeast; AID 1347120; S. cerevisiae FUS-expressing, growth rescue, OD600, 24 h; actives 0.24% (n = 390,000); Potency, µM (series often up to 76.6 µM), for inactives: top-dose growth rescue (activation), hits mostly activators;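 also: potency is read from the fitted curve at half-maximal effect; plate controls were DMSO vehicle for no effect and reference control for full effect; nearly all actives have a fitted effect of over 55% in size; some results filed as inactive show a strong effect at the top dose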
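Read-out: OD at 600 nm after 24hr at 30C, reporting rescue of FUS-induced yeast toxicity. Cells at OD 0.005 in galactose (2%) minimal medium; compounds tested in a dilution series; CP55940 titration from 92uM final as control.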
aSyn rescue: rescues yeast growth from alpha-synuclein toxicity. actives 0.14% (n = 370,000). Potency, µM (highest dose often 46.1 µM), for inactives: top-dose growth rescue (activation), most hits filed as activators. Yeast expressing alpha-synuclein, growth rescue, BacTiter-Glo, 24 h. AID 652106; also: potency is read from the fitted curve at half-maximal effect; % of control where 0% means no effect; nearly all actives have a fitted effect of over 65% in size
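Readout is rescue of growth in alpha-synuclein-expressing yeast, so inhibitors of toxicity appear as activators. Growth after 24 hr at 30 deg C in galactose medium is quantified by luminescence.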
Abeta yeast res: restores growth of yeast expressing A-beta42 peptide. yeast expressing A-beta42, growth rescue, OD600, 48 h; response scale: 0% DMSO, 100% iron-clioquinol control. Potency, µM (series often up to 46.1 µM), for the others: at the top dose growth rescue, usual class: activators. actives 0.063% (n = 410,000). AID 1347071; also: potency is read from the fitted curve at half-maximal effect; nearly all actives have a fitted effect of over 55% in size
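Growth rescue measured by 600 nm absorbance after 48 h yeast culture at 30 C with compound. Values normalized between DMSO and an equimolar ferric chloride plus clioquinol control.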
DRD3 antagonist: D3 dopamine receptor (human) antagonism. P35462. D3R cells, DiscoveRx beta-arrestin luminescence, antagonist mode; stronger effect = lower value. max response, negative = inhibition, %. actives 2.5% (n = 360,000); in the data active = max response below about -50%; inconclusive = no clear call, values can overlap the other calls; also: % is scaled to controls: 0 for no effect and ±100 for the full control effect; mostly tested at two doses, the higher about 12 µM
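Cells plated overnight at 1500 cells/well, then exposed to library compounds with dopamine controls for 90 minutes at 37 degrees C. DiscoveRx reagent added for 30–60 minutes at room temperature; luminescence read, quantitative HTS format.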
* hit, by the source's call; i = inactive; u = inconclusive; x = not tested or not shown; & = joins results of further samples; [ ] = another dose, or the depositor's remark. Unless noted, calls follow the shape of the dose curve; as a rule, active = well fitted curve in the direction sought with a large enough effect; inconclusive = small, poorly fitted or top-dose-only effect, or another doubt; inactive = no such curve, though single readings can be large; an effect the other way counts as inactive or inconclusive. An excerpt, so the mix of outcomes need not match the whole.

SMILES	TDP-43 yeast inh	pAkt inh	GLP-1R agonist	GLP-1R inv ag	PTHR1 agonist	FUS suppressor	aSyn rescue	Abeta yeast res	DRD3 antagonist
CCc1ccc(NC(=O)CN(c2ccccc2)S(=O)(=O)N(C)C)cc1	-22.0%[9.22 µM]	i	3.4%	u	i	32.7%	0.2%	-1.2%	-6.0
COC(=O)C1=C(C)N(CCc2c[nH]c3ccccc23)C(=O)/C1=C\N(C)C	-27.8%	i	-3.9%	-17.5%	-31.4%[inhibitor]	17.1%	-4.9%	-8.1%	-7.0
COCCNC(=O)/C(C#N)=C1\N=C(NC(=O)c2cccs2)c2ccccc21	-14.0%	i	-1.8%	1.9%	i	1.9%	2.3%	4.6%	9.4
c1ccc2cc(OCc3nc4ccccc4[nH]3)ccc2c1	-1.6%	i	1.7%	0.0%	-15.2%[57.5 µM]	-20.8%	1.5%	3.9%	-1.0
O=C(NN1C(=O)NC2(CCCCC2)C1=O)c1cc(F)cc(F)c1	6.7%	i	1.9%	14.4%	-10.3%	x	-0.7%	-3.1%	6.0
Cc1csc(NC(=O)c2ccc(OCC3CCCO3)cc2)n1 (stereo unspecified)	23.8%	i	-4.2%	-64.4%	-31.7%[inhibitor]	6.0%	6.8%	-13.3%	7.7
Cc1cc(C)cc(-n2ccn(CC(=O)NCCc3ccccc3)c(=O)c2=O)c1	-7.5%&15.9%	i	-1.8%	-9.7%&-9.2%	-5.3%	12.3%&-2.5%	-5.8%	3.9%&4.7%	-2.9
COc1cccc(-c2nn(-c3ccccc3)cc2CNC(C)Cn2cncn2)c1 (stereo unspecified)	9.3%	i	20.7%	-3.3%	-24.5%	13.3%	2.7%	-7.8%	-3.4
O=C1Nc2ccccc2C1C(C[N+](=O)[O-])c1ccccn1 (stereo unspecified)	13.0%	i	12.3%	6.5%	i	-19.4%	-2.3%	-10.9%	4.4
CC(C)(C)c1ccc(OCC(O)CN2CCc3ccccc3C2)cc1 (stereo unspecified)	5.4%	i	-7.4%	u	-0.4%	9.1%	1.9%	2.6%	-119.2*
COc1ccccc1Cn1ccn(Cc2ccc(C)cc2)c(=O)c1=O	6.0%	x	x	-18.5%	-5.2%	3.9%	x	-4.6%	x
CC(=O)CCn1cnc([N+](=O)[O-])n1	-4.9%	i	-1.1%	13.0%	i	16.0%	2.4%	-11.2%	8.9
Cc1ccc(CS(=O)(=O)c2nc3c(c(N(C)C)n2)CCCC3)cc1	4.6%	i	15.5%	12.4%	-4.4%	-15.9%	0.4%	-2.6%	2.7
CC(=O)Nc1cc(-c2cccc(F)c2)cn2c(-c3ccc(F)cc3)cnc12	u	i	1.4%	-1.5%	-51.3%[inhibitor]	19.9%	-10.3%	-1.2%	u
Cc1cc(C)c2c(n1)sc1c(=O)n(Cc3ccccc3Cl)nnc12	-5.5%	i	-4.7%	0.0%	i	x	-2.6%	24.0%	-51.2*
COCOCCn1cc(CN2CCS(=O)(=O)N(Cc3ccc(-c4ccccc4)cc3)C(C(C)C)C2=O)nn1 (stereo unspecified)	u	i	3.7%	u	-29.0%	u	14.8%	-4.5%	0.0
Cc1cccc(NC(=O)c2sc3nc(N4CCOCC4)c4c(c3c2N)CCCC4)c1	0.0%	x	15.3%	15.6%	-13.8%	-1.4%	-5.7%	-13.0%	34.7
CCC(=O)OCCCNc1nc(-c2ccc(Cl)cc2)nc2ccccc12	u	x	x	u	15.5%	40.8%	x	-19.4%	x
O=C(OCC(=O)c1ccco1)c1ccc2ncsc2c1	u	i	-5.4%	22.1%	-27.4%	4.4%	-0.3%	-3.5%	-14.1
O=C(OC1CCOC1=O)c1ccc(S(=O)(=O)N2CCCCCC2)cc1 (stereo unspecified)	10.0%	i	1.5%	5.4%	-14.0%[57.5 µM]	6.9%	-2.2%	11.8%	u
Cc1ccc(NC(=O)CCC(=O)NNC(=S)Nc2ccccc2)c(C)c1	-7.7%	i	5.9%	12.8%	i	6.6%	-7.9%	8.3%	-10.6
Clc1ccccc1CSc1nnc(/C=C/c2ccccc2)o1	29.5%	i	30.9%	u	i	-4.6%	-4.5%	9.2%	-5.9
CCOC(=O)N1CCN(C(=O)c2c(Cl)cnn2C)CC1	-2.4%	i	-0.1%	9.0%	i	3.7%	6.4%	4.7%	14.3
COC(=O)c1cc(-c2ccc(Br)cc2)c2c(=O)[nH]c(=O)n(C)c2n1	5.8%	i	-1.8%	6.2%	-23.2%	-11.1%	-6.1%	-11.8%	-6.6
O=C1N/C(=C/c2ccc(Br)cc2)C(O)=C1C=NCc1ccccc1	-3.8%	i	-10.0%	5.7%	-29.0%	-0.9%	6.7%	16.2%	-2.3
CCOc1ccccc1N(CC(=O)NCCSCc1ccco1)S(=O)(=O)c1ccccc1	6.3%	i	-2.3%	u	i	x	8.6%	10.7%	-16.4
O=C(NCCc1cn2ccccc2n1)c1ccccc1F	-5.0%	i	-0.1%	6.7%	i	4.2%	-3.3%	-14.8%	-5.3
O=C(COc1ccc(Cl)cc1)Nc1nc(-c2ccncc2)cs1	u	i	-1.3%	14.4%	-46.8%[inhibitor]	8.8%	-0.1%	12.6%	3.5
CC(=O)CCc1ccc(OC(=O)c2cccnc2)cc1	16.5%	i	-4.3%	20.3%	i	-1.5%	-0.5%	14.0%	-1.0
CCOC(=O)NC(=O)CSc1nc(C)cc(C(F)(F)F)c1C#N	5.5%	i	-1.7%	-7.1%	i	11.9%	4.8%	16.5%	-1.7
Cc1ccc(N(CC(=O)Nc2ccc3c(c2)OCCO3)S(C)(=O)=O)cc1	-20.4%	i	3.9%	7.8%	i	-1.6%	-1.1%	-7.8%	-89.2*
CC(=O)NS(=O)(=O)c1ccc(NC(=S)NC(=O)c2ccco2)cc1	-7.9%	i	-4.5%	-0.3%	i	-0.2%	0.8%	3.3%	-109.5*
CSc1ncc(Cl)c(C(=O)Nc2cc(C)ccc2C)n1	-0.2%	i	0.9%	10.8%	-20.7%	-17.9%	-2.9%	1.3%	1.4
Cn1c(C2CCCCC2)nc2c1c(=O)[nH]c(=O)n2Cc1ccccc1	14.0%	i	0.6%	3.2%	i	-2.5%	7.8%	-1.6%	-6.1
O=C(Nc1ccc(Nc2ccccc2)cc1)c1c(Cl)cccc1Cl	11.2µM*	i	8.8%	u	-10.0%	10.9%	-22.5%	-7.0%	-11.9
CNS(=O)(=O)c1cccc2nsnc12	0.0%	i	0.6%	23.7%	23.2%	x	-3.9%	8.6%	-9.2
Cc1ccc(NS(=O)(=O)c2cc(C(=O)NCCCN(C)C)ccc2Cl)cc1Cl	4.0%	i	1.0%	u	i	-3.0%	1.3%	3.3%	-8.3
CCc1ccc(N2C=C(C(=O)OC)C(c3ccccc3F)C(C#N)=C2N)cc1 (stereo unspecified)	0.0%	i	x	-25.8%	-23.2%	25.5%	u	-7.0%	2.5
O=C(CC1SC(=Nc2ccccc2)N(Cc2ccccn2)C1=O)Nc1cccc(Cl)c1 (stereo unspecified)	5.1%	i	-3.5%	u	-67.8%[inhibitor]	u	2.5%	14.3%	-18.5
Cc1ccc(CN2CCC(n3nccc3NC(=O)C3CCOC3)CC2)cc1C (stereo unspecified)	-10.6%	i	5.0%	3.0%	20.4%	16.4%	-0.2%	-0.3%	-23.9
COc1cccc(CNC(=O)CSc2nc(=O)[nH]c3c2CCC3)c1	16.7%	x	x	4.3%	i	2.7%	x	-2.3%	x
C=CCn1c(=O)/c(=C/c2ccsc2)s/c1=C(\C#N)C(=O)NCCN1CCOCC1	-0.6%	i	11.7%	4.1%	i	x	-3.2%	-23.5%	-8.1
CCC(=O)N(Cc1cc2cccc(C)c2[nH]c1=O)c1ccccc1OC	-0.9%	i	9.1%	-3.1%	-2.3%[57.5 µM]	11.6%	-8.4%	26.8%	19.7
CC(C)[C@H](NC(=O)c1ccc([N+](=O)[O-])cc1Cl)C(=O)N1CCN(C/C=C/c2ccccc2)CC1	-8.0%	i	11.8%	10µM*	-20.8%	4.7%	0.5%	10.6%	-4.6

Arranged by SMILES length (smallest number first): part of the list above.
SMILES	TDP-43 yeast inh	pAkt inh	GLP-1R agonist	GLP-1R inv ag	PTHR1 agonist	FUS suppressor	aSyn rescue	Abeta yeast res	DRD3 antagonist
CCC(=O)N(Cc1cc2cccc(C)c2[nH]c1=O)c1ccccc1OC	-0.9%	i	9.1%	-3.1%	-2.3%[57.5 µM]	11.6%	-8.4%	26.8%	19.7
CCc1ccc(N2C=C(C(=O)OC)C(c3ccccc3F)C(C#N)=C2N)cc1 (stereo unspecified)	0.0%	i	x	-25.8%	-23.2%	25.5%	u	-7.0%	2.5
Cc1ccc(NS(=O)(=O)c2cc(C(=O)NCCCN(C)C)ccc2Cl)cc1Cl	4.0%	i	1.0%	u	i	-3.0%	1.3%	3.3%	-8.3
O=C(CC1SC(=Nc2ccccc2)N(Cc2ccccn2)C1=O)Nc1cccc(Cl)c1 (stereo unspecified)	5.1%	i	-3.5%	u	-67.8%[inhibitor]	u	2.5%	14.3%	-18.5
C=CCn1c(=O)/c(=C/c2ccsc2)s/c1=C(\C#N)C(=O)NCCN1CCOCC1	-0.6%	i	11.7%	4.1%	i	x	-3.2%	-23.5%	-8.1
